CF NFkB block: cystic fibrosis NF-kB activation inhibition; KKLEB NF-kB-GFP reporter, PAF-induced, GFP fluorescence overnight; inhibition, % at 5 µM; hit rate 0.86% among 360,000; AID 588850;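 active = at least 50% inhibition at 5 µM, scaled per plate between neutral and stimulator controls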;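 note: PAF is a Pseudomonas aeruginosa culture filtrate used as stimulus; plate controls were PAF-stimulated DMSO wells for no effect and unstimulated DMSO wells for full effect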
Vif imaging: blocks HIV Vif function; AID 602346; hit rate 0.35% among 340,000; inhibition, % at 7.49 µM; HEK293T cells, Vif self-association by quenched fluorescence, imaging, 24 h; in the data active = inhibition above about 50%, passing the limit was not always enough; note: some results filed as inactive read as strong as hits
PDI inh: blocks human protein disulfide isomerase activity; PDI insulin aggregation turbidity, A650, 90 min; inhibition, % at 10 µM; hit rate 0.052% among 350,000; AID 588391;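 active = mean inhibition across replicates of 30% or more, whatever share of single replicates reach that level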;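 note: absorbance from insulin aggregation driven by PDI reduction with DTT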
Target sequence (P07237 whole entry, looked up): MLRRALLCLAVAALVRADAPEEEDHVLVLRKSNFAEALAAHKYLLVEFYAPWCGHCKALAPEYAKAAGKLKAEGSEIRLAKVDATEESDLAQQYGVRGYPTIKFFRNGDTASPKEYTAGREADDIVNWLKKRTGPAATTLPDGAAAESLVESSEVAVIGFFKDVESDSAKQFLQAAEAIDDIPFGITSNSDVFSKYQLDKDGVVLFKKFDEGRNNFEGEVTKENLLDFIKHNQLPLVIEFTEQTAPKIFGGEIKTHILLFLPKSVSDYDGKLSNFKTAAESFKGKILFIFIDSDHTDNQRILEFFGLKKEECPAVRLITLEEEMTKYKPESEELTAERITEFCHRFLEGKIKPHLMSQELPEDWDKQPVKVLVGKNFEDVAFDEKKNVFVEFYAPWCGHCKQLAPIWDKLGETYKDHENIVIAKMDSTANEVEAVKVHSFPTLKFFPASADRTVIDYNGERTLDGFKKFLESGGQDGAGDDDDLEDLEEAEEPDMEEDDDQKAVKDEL
KKLEB tox: reduces viability of KKLEB cystic fibrosis airway cells | KKLEB CF airway cells viability, ATPlite luminescence, overnight; stronger effect = lower value; cells stimulated with P. aeruginosa culture filtrate | activity change (cytotoxicity), % at 5 µM | hit rate 0.36% among 360,000 | AID 602141;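 active = corrected activity change at or below -50% at 5 µM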
NR2E3 ag-1: activates human photoreceptor nuclear receptor NR2E3 | hit rate 0.12% among 320,000 | AID 2300 | GST-NR2E3/biotin-RetCOR TR-FRET, 1536-well | inhibition of corepressor binding, % at 4.78 µM;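 active = percent inhibition above the cutoff of mean plus 3 SD of all tested compounds, set per screening campaign, cut at about 20% in these data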;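 note: 0% = DMSO wells and 100% = biotin wells as full block of FRET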
Target sequence (Q9Y5X4 whole entry, looked up): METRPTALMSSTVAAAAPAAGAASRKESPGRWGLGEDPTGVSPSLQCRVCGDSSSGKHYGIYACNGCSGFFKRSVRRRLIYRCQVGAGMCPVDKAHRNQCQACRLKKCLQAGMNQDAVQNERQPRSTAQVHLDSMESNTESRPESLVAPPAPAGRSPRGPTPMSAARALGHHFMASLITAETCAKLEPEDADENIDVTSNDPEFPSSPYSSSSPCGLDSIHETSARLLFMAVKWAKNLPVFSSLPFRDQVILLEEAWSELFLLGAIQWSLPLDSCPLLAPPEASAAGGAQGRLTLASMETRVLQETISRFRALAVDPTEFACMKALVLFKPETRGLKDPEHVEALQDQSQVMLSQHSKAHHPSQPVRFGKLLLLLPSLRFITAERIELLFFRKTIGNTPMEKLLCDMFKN
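Format: 1536-well format; test system: GST-NR2E3 and biotin-RetCOR proteins; read-out basis: percent inhibition of TR-FRET ratio; timing: 5 h incubation at 4 °C; detection: time-resolved FRET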
Shn3 3UTR inh: Schnurri-3 reporter inhibition in Clone20 osteoblasts; inhibition, % at 12.5 µM; hit rate 0.52% among 360,000; Clone20 osteoblast Shn3 3'UTR firefly luciferase, 24 h; AID 588674;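 active = mean inhibition of at least 75% with every replicate also reaching 75%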;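 note: 0% = median of neutral control wells and 100% = pilot-screen positive control compound; some compounds past the cut are filed as inactive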
MITF TRPM1 inh: inhibitors of MITF-driven TRPM1 promoter in melanoma cells; AID 488899; hit rate 0.83% among 330,000; inhibition, % at 12.5 µM; SK-MEL-5 TRPM1 promoter luciferase, 24 h;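 active = mean inhibition across replicates of 60% or more, whatever share of single replicates reaches that level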; note: values of inactives mirror those of a sister screen read the other way
NR2E3 ag-2: agonists of human NR2E3 nuclear receptor. CHO-S Gal4-NCOR/VP16-NR2E3 two-hybrid, luciferase. Q9Y5X4. hit rate 0.35% among 360,000. AID 602229. inhibition of corepressor binding, % at 3.98 µM;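 active = inhibition above the mean of all tested compounds plus 3 SD, cut at about 70% in these data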;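 note: 0% = DMSO with NR2E3 transfected cells and 100% = cells lacking NR2E3 construct; higher means lower luciferase signal from less NR2E3 corepressor binding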
Peg3 promoter: inhibitors of Peg3 promoter; inhibition, % at 20 µM; hit rate 1.7% among 360,000; HeLa PEG-Prom luciferase reporter, luminescence, overnight; AID 588405;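 active = inhibition of at least 50% at 20 µM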
CaV13 FRET inh: Primary screen for inhibitors of IQ motif and Ca2+-dependent inactivation inhibitor domain binding in CACNA1D, Förster resonance energy transfer in living cells, …. HEK cells, CFP/YFP FRET ICDI-IQ, plate reader, 10 min; percent FRET-ratio fall versus neutral wells. inhibition, % at 12.3 µM. hit rate 0.098% among 340,000. AID 743397;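 active = mean replicate inhibition of at least 30% and at least 1% of replicates passing that level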;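 note: 0% = median of the neutral control wells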
HIF-2a block: inhibitors of HIF-2a | 786-0 RCC cells HIF-2a reporter, luciferase luminescence, overnight | inhibition, % at 18.8 µM | hit rate 0.72% among 360,000 | AID 624352;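 active = inhibition of the luminescence signal of 40% or more relative to plate controls, in a single-dose primary screen at 18.75 µM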
An asterisk follows results filed as active; · = no result given.

SMILES | CF NFkB block | Vif imaging | PDI inh | KKLEB tox | NR2E3 ag-1 | Shn3 3UTR inh | MITF TRPM1 inh | NR2E3 ag-2 | Peg3 promoter | CaV13 FRET inh | HIF-2a block
Cc1ccccc1CS(=O)(=O)CCC(=O)NCc1ccc(F)cc1Cl | -22 | -3 | 1 | -4 | -2 | -6 | 9 | -1 | 35 | -3 | 6
Cc1cccc(CSc2ncnc3c2cnn3Cc2ccccc2)c1 | 9 | -4 | 1 | 2 | -2 | 23 | -8 | -4 | 11 | -5 | 5
COc1cc2c(cc1NC(=O)c1ccccc1-c1ccccc1C(=O)O)-c1ccccc1C2 | 21 | 34 | -10 | -11 | · | -12 | · | 16 | -2 | -7 | 5
O=C(O)C(=Cc1ccccc1[N+](=O)[O-])c1ccccc1 | -17 | 2 | 0 | 5 | · | 1 | -5 | 3 | 8 | -5 | 3
CCC(C)(C)C1CCC(=NNC(=O)c2ccoc2C)CC1 (stereo not drawn) | 9 | 5 | 5 | 0 | -3 | -14 | -5 | -128 | -4 | -2 | -24
Cn1c(SCC(=O)NC(=O)NCc2ccccc2)nnc1C(F)(F)F | 15 | 11 | 1 | -7 | 6 | 2 | 4 | 2 | 7 | -2 | 0
N#Cc1c(NCc2ccccc2)ccnc1Cl | 38 | -2 | 4 | 5 | 0 | 22 | -12 | -24 | 9 | -4 | 30
CCOC(=O)C1CCCN(C(=O)COc2ccc(C(=O)c3ccc(F)cc3)cc2)C1 (stereo not drawn) | -17 | -4 | -1 | 5 | · | 22 | 19 | -1 | 21 | -19 | 12
CC1CCCN(C(=O)Nc2ccc(Br)cc2Cl)C1 (stereo not drawn) | -12 | -3 | -1 | 12 | 6 | -62 | -31 | -64 | -147 | -16 | -204
CCCOc1ccccc1N/C(=N\S(=O)(=O)c1ccc(C)cc1)Nc1nc(C)cc(C)n1 | 33 | -3 | 0 | -2 | 1 | 71 | 4 | 5 | -18 | · | -13
CCC1CCCCN1S(=O)(=O)c1ccc(S(=O)(=O)N2CCN(S(=O)(=O)CC)CC2)cc1 (stereo not drawn) | 3 | -5 | -1 | -4 | 1 | 28 | 3 | -4 | 49 | · | 14
C=CCC[C@@H](Cc1ccc(F)cc1)C(=O)OC[C@H](C)NC(=O)[C@H](CC=C)CC(=O)N(CCO)Cc1ccccc1 | -11 | -7 | 6 | 11 | · | 12 | 8 | -13 | 17 | -5 | 3
CC(=O)c1ccc2cc3c(cc2c1)OCO3 | -5 | 0 | -10 | -13 | · | 9 | · | -5 | -34 | -6 | -23
CN(C)C(=O)c1ccc(NC(=O)COC(=O)/C=C/c2cccs2)cc1 | 16 | · | -2 | -24 | 4 | -17 | 3 | 27 | -10 | -2 | -1
O=[N+]([O-])c1cccc2ccc(/C=C/c3ccc(C(F)(F)F)cc3)nc12 | -18 | -1 | 6 | 8 | 1 | 12 | -3 | -32 | -55 | -3 | -71
O=C1C2CCCN2C(c2cccs2)N1c1ccc(Cl)cc1 (stereo not drawn) | -7 | 0 | -5 | 3 | -1 | 47 | 7 | 8 | 7 | -4 | -10
CC(C)c1nc(C(=O)N2CCc3c([nH]c4ccccc34)C2c2ccccn2)cs1 (stereo not drawn) | 13 | -6 | -10 | -6 | 2 | 11 | 8 | 23 | 3 | 2 | 8
CCCn1c(CN(C)Cc2ccccc2)nc2c1c(=O)n(C)c(=O)n2C | -4 | -7 | -2 | 4 | 0 | 69 | 23 | 21 | 9 | · | 10
CCCOc1cccc(-c2cc(-c3n[nH]c(=S)n3CC)c3ccccc3n2)c1 | -6 | · | -3 | 14 | 4 | 12 | -14 | 13 | -5 | -7 | -7
Cn1c(=O)c2ccccc2n(CC(=O)Nc2ccc3c(c2)OCCO3)c1=O | 9 | -12 | -8 | -1 | 1 | 39 | 17 | 17 | 5 | -2 | 1
O=C(Cn1c(=O)[nH]c2sc3c(c2c1=O)CCCC3)NCC1CCCO1 (stereo not drawn) | -7 | -14 | -4 | -9 | -1 | -13 | 0 | 18 | -12 | -2 | 7
CN(C)c1ccc(C(=O)Nc2cccc(S(=O)(=O)NC3=NCCCCC3)c2)cc1 | -9 | -5 | 3 | 10 | 1 | -48 | -7 | -35 | -147 | -5 | -120
CC(c1ccccc1)N1C(=O)NC(NC(=O)C(C)(C)C)(C(F)(F)F)C1=O (stereo not drawn) | -11 | 6 | -3 | 1 | -3 | -4 | 3 | -19 | 5 | -4 | 14
CN(C(=O)COC(=O)C12CC3CC(CC(C3)C1)C2)c1c(N)n(Cc2ccccc2)c(=O)[nH]c1=O | 8 | 27 | -1 | -4 | -1 | -16 | 6 | -19 | -6 | -6 | 8
CCNC(=S)Nc1ccc2c(c1)c(=O)n(C)n2-c1ccc(C(C)(C)C)cc1 | -1 | 20 | -3 | -1 | · | 3 | · | -25 | 17 | -11 | -1
COc1ccc(S(=O)(=O)NCC2CCCN(C(=O)c3cccnc3)C2)cc1 (stereo not drawn) | 5 | 0 | -1 | 2 | 3 | 15 | 8 | -8 | -3 | -2 | 9
O=C(Nc1ccc(Br)cc1)c1ccc(N2C(=O)C3CC=C(Cl)CC3C2=O)cc1 (stereo not drawn) | 5 | -4 | -2 | 0 | 0 | 17 | 9 | -12 | 32 | -1 | 14
O=C(N/N=C/c1ccc2c(c1)OCO2)c1cccs1 | -14 | 5 | -5 | -1 | 1 | -41 | -20 | -132 | -257 | -4 | -229
C=CCc1ccc(OC(=O)c2ccccc2)c(OC)c1 | 22 | 4 | · | -5 | 4 | -6 | -72 | -8 | -7 | · | 0
COC(=O)c1ccc2ccccc2n1 | -10 | -7 | · | -8 | 5 | -7 | · | -9 | -39 | · | -19
O=C(NC(=O)c1ccccc1)OCC(F)(F)F | -6 | 5 | 4 | 3 | -1 | -6 | 3 | -22 | -5 | · | 13
Cc1cc(F)ccc1S(=O)(=O)Nc1nc2ccccc2nc1Cl | 25 | -14 | -3 | -13 | 13 | 9 | 15 | 15 | 29 | -3 | -7
Fc1ccc(NC(=S)N2CCOCC2)c(F)c1 | -6 | -4 | 9 | 3 | 2 | 4 | 7 | -10 | 15 | -2 | 10
CN1CCN(C(=O)CCN2C(=O)/C(=C\c3ccc(Cl)cc3Cl)SC2=S)CC1 | 14 | 3 | -1 | 3 | -4 | -25 | 9 | -38 | -10 | -20 | -22
COC(=O)[C@H](Cc1ccccc1)NC(=O)C1(OC(C)=O)CC(OC(C)=O)C(OC(C)=O)C(OC(C)=O)C1 (stereo partly drawn) | 5 | -2 | 3 | -4 | -1 | -6 | -3 | 1 | 1 | -1 | 16
COc1ccc(Cl)cc1N1C(=O)/C(=C/c2sccc2C)N=C1SCC(=O)NC1CC1 | -17 | -4 | -3 | -3 | · | -15 | · | 2 | 30 | -6 | 17
COc1ccccc1NC(=O)N1CCN(S(C)(=O)=O)CC1 | 15 | 14 | 11 | -12 | 1 | -38 | 1 | -5 | 15 | 3 | 10
O=C(N/N=C/c1ccsc1)c1cc(O)cc(O)c1 | 6 | 7 | 10 | -4 | 0 | -18 | 3 | -18 | -3 | -2 | -5
CC(C)NC(=O)N(C)C[C@@H]1Oc2cc(C#Cc3ccccn3)ccc2S(=O)(=O)N([C@@H](C)CO)C[C@H]1C | -2 | -16 | 0 | 2 | · | 8 | · | -7 | 9 | -5 | 4
Cc1cccc(N2C(=O)NC3(CCCCC3)C2=O)c1 | 0 | 7 | 8 | -8 | -4 | -23 | -14 | -3 | -14 | -4 | -25
COc1ccccc1Cc1nc(-c2ccc(Br)o2)no1 | 16 | 2 | · | -7 | -1 | -37 | -15 | -53 | -134 | -2 | -146
O=C(Nc1cccnc1Cl)c1cc(-c2cccc(Cl)c2)on1 | -5 | 10 | -8 | 0 | 1 | -16 | -6 | -19 | -4 | -4 | -6
O=C(c1cc2nc(C3CC3)cc(C(F)F)n2n1)N1CCOCC1 | 6 | 6 | -7 | -4 | 1 | 1 | -6 | -32 | -12 | -5 | -23
COC(=O)CC1=C(C(=O)OC)C(c2cccs2)C(C#N)=C(N)O1 (stereo not drawn) | -5 | 0 | 1 | 8 | 0 | 3 | 5 | -13 | 5 | -4 | 12
CCOC(=O)c1c(C)nc(-c2ccccc2)nc1NC(=O)C(C)C | -12 | 6 | 10 | 6 | -1 | -33 | -26 | -32 | -77 | -4 | -176
Cc1nc2cc(Cl)c(Cl)cc2n1-c1ccccn1 | 8 | -4 | -4 | 7 | 0 | -13 | -7 | -20 | -40 | -12 | -50
CCCCCCCN1C(N(C)C)=NC[C@@H]1Cc1ccccc1 | 5 | -5 | -6 | 18 | 4 | 79 | 2 | -22 | 4 | -10 | -3
Cc1nn(C)cc1S(=O)(=O)N1CCN(c2ccccc2F)CC1 | 14 | -4 | 3 | -6 | -1 | -24 | 10 | -29 | 14 | -3 | 11
O=C(N/N=C/c1ccc2c(c1)OCO2)c1ccc(Cn2cc([N+](=O)[O-])cn2)o1 | 6 | 1 | 0 | -2 | 0 | -40 | -19 | -10 | -51 | -5 | -130
COc1ccc(-c2noc(CCC(=O)NC3CCCCCC3)n2)cc1 | -13 | -4 | 18 | 13 | 1 | 30 | -16 | 12 | -65 | -4 | -59
O=C(CSCc1ccc(Cl)cc1)Nc1cccc(C(=O)O)c1 | 4 | -2 | 1 | -3 | 2 | -8 | -10 | 1 | -51 | 1 | -12
COc1ccc(C(=O)Nc2c(N)nc(SCC(=O)c3ccccc3)[nH]c2=O)cc1 | 13 | 3 | 6 | 14 | 1 | -6 | -7 | -16 | 2 | -7 | 8
CCCOC(=O)c1ccc(Oc2cn[nH]c2-c2ccc(OCC)cc2O)cc1 | 5 | -23 | -10 | -2 | 3 | 25 | 7 | 7 | 11 | -4 | 11

One compound at a time, from the list above. Order of screens: CF NFkB block, Vif imaging, PDI inh, KKLEB tox, NR2E3 ag-1, Shn3 3UTR inh, MITF TRPM1 inh, NR2E3 ag-2, Peg3 promoter, CaV13 FRET inh, HIF-2a block
Profile of CCCOc1cccc(-c2cc(-c3n[nH]c(=S)n3CC)c3ccccc3n2)c1 → -6, ·, -3, 14, 4, 12, -14, 13, -5, -7, -7
Profile of C=CCC[C@@H](Cc1ccc(F)cc1)C(=O)OC[C@H](C)NC(=O)[C@H](CC=C)CC(=O)N(CCO)Cc1ccccc1 → -11, -7, 6, 11, ·, 12, 8, -13, 17, -5, 3
Profile of Cn1c(=O)c2ccccc2n(CC(=O)Nc2ccc3c(c2)OCCO3)c1=O → 9, -12, -8, -1, 1, 39, 17, 17, 5, -2, 1
Profile of COc1ccc(C(=O)Nc2c(N)nc(SCC(=O)c3ccccc3)[nH]c2=O)cc1 → 13, 3, 6, 14, 1, -6, -7, -16, 2, -7, 8

Source: PubChem BioAssay
